Source: PubChem (several laboratories)
FAS-TE inh: FAS thioesterase (human) inhibition | recombinant FAS-TE, OMFH fluorogenic substrate, fluorescence endpoint | inhibition, % at 15 µM | 0.67% of 360,000 active;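 active = compounds whose normalised, plate-corrected inhibition of enzyme fluorescence in the single-dose primary screen is 50% or more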;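 note: 0% = DMSO with enzyme and 100% = substrate without enzyme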
MLLE-PAM2 inh: blocks PAM2 peptide binding to the PABP1 MLLE domain; GST-MLLE / FITC-PAM2 fluorescence polarization; inhibition, % at 20 µM; 0.36% of 360,000 active; in the data active = inhibition above about 35%, passing the limit was not always enough;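 note: plate controls were DMSO wells with GST-MLLE for no effect and wells lacking GST-MLLE protein for full effect; some results filed as inactive read as strong as hits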
MsrA inh: inhibits bovine methionine sulfoxide reductase A. AID 651718. purified bovine MsrA, absorbance read-out. inhibition, % at 15.5 µM. 0.75% of 360,000 active; in the data active = inhibition above about 4.5%;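 note: 0% = vehicle wells with enzyme and 100% = reference inhibitor wells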
Tb MetRS inh: Trypanosoma brucei MetRS inhibition. AID 624268. 0.4% of 360,000 active. inhibition, % at 11.9 µM. purified T. brucei MetRS, ATP depletion, Kinase-Glo luminescence;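 active = inhibition above a per-plate cutoff of the control wells' mean inhibition plus 3 SD, cut at about 5.5% in these data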;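 note: 0% = DMSO wells median and 100% = median of wells with control inhibitor compound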
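technique = Kinase-Glo luminescence, ATP depletion format | system = purified MetRS (methionyl-tRNA synthetase) enzyme from Trypanosoma brucei | timing = 15 min preincubation, 2 h reaction, all 25 °C | evaluation = percent inhibition versus plate control medians | dosing = single dose, 11.9 µM final nominal, 0.9% final DMSO | also added = substrates ATP, L-methionine and bulk Escherichia coli tRNA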
Neddylation inh: blocks human cullin neddylation. P61081+Q13564. TR-FRET cullin neddylation, biochemical. calls only at 25 µM. 0.58% of 360,000 active; in the data active = inhibition above about 36%
Target sequence (P61081 whole entry, looked up): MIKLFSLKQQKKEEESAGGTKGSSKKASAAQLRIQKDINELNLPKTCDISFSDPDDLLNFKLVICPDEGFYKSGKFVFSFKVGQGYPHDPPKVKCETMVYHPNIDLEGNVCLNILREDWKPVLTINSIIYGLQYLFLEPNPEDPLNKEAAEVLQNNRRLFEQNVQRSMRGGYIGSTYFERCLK
Target sequence (Q13564 whole entry, looked up): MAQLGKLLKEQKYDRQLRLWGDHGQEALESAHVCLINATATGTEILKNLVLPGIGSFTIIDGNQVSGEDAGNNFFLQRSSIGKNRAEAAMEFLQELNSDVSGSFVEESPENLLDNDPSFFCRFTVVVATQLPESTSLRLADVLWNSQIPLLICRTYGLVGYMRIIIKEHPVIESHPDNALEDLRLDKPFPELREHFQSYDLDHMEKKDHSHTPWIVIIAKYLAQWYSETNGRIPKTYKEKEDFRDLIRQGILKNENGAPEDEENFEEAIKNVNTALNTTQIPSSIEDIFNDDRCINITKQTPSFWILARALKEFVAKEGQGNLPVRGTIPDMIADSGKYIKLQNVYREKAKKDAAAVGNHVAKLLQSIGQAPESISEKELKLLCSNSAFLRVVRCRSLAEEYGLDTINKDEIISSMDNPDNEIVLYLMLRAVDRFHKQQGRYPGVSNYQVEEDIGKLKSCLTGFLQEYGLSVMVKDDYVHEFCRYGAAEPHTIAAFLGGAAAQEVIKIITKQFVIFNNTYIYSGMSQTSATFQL
bovine MsrA act: activates bovine MsrA enzyme | purified bovine MsrA, absorbance read-out | activation, % at 10.6 µM | 0.3% of 360,000 active | AID 602163; in the data active = activation above about 7.5%;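 note: 0% = vehicle and 100% = reference activator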
E coli Lon inh: inhibitors of E. coli Lon protease. inhibition, % at 7.94 µM. purified E. coli Lon protease, fluorescence polarization. AID 602123. 0.42% of 360,000 active. P0A9M0; in the data active = inhibition above about 13%, passing the limit was not always enough;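 note: 0% = enzyme with probe and DMSO and 100% = no enzyme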
Rin1 Abl inh: human Rin1-Abl interaction inhibition. P00519+Q13671. TR-FRET Rin1/Abl binding, biochemical. inhibition, % at 7.35 µM. 0.4% of 360,000 active. AID 588664; in the data active = inhibition above about 5%, passing the limit was not always enough
CSN inh: inhibitors of human CSN-mediated cullin deneddylation; Purified CSN, SCF-Nedd8-OG deneddylation, fluorescence polarization; inhibition, % at 12.5 µM; Q92905; 0.38% of 360,000 active;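 active = pattern-corrected inhibition above about 35%, with an unprinted fluorescence ratio check between 0.5 and 1.5, limit read from the data, passing the limit was not always enough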;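 note: 0% = enzyme with substrate and 100% = substrate without enzyme; some results filed as inactive read as strong as hits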
Target sequence (Q92905 whole entry, looked up, one chain of several): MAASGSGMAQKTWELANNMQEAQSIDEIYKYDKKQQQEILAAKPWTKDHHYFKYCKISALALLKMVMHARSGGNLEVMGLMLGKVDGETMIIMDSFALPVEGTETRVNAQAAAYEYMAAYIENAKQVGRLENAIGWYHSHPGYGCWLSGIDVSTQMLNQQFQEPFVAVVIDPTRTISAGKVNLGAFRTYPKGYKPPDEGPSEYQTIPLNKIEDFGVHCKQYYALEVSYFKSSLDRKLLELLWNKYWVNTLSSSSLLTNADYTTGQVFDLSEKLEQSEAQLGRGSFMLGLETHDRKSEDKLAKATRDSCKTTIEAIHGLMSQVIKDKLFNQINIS
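Assay system: HEK293T-derived human Csn5 enzyme; quantity: 0.24 nM enzyme; medium: Tris/NaCl/DTT buffer, pH 7.5; also added: substrate SCFSkp2-Nedd8OG, 10 nM; doses: 12.5 µM compound; schedule: 90 min reaction at room temperature; signal: FP; read-out: % inhibition of substrate cleavage by Csn5; benchmarks: substrate-only high control, full reaction low control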
Starred values were filed as active, the others as inactive; i = inactive; nt = not tested or not shown.

SMILES	FAS-TE inh	MLLE-PAM2 inh	MsrA inh	Tb MetRS inh	Neddylation inh	bovine MsrA act	E coli Lon inh	Rin1 Abl inh	CSN inh
O=C1NC(=O)N(c2ccccc2)C(=O)/C1=C/c1ccc([N+](=O)[O-])s1	-3	8	2.4	0.2	i	-1	-32	3	8
CS(=O)(=O)CCN1CC2CCCC(C2)C1	-8	3	-0.2	-0.3	i	-2	-9	0	-1
CCCCn1c(O)c(C=NCCN2CCCCC2)c(=O)[nH]c1=O	-8	13	-0.4	-0.8	i	-3	-12	0	-1
CN1CCN(C(=O)COc2ccc3ccccc3c2)CC1	-5	-2	0.4	4.2	i	-7	3	2	2
CN1CCN(c2ccccc2N)CC1	-13	6	0.5	-2.1	i	-9	4	1	-2
CC[C@H]1CN2CCC1C[C@@H]2[C@@H](O)c1ccnc2ccc(OC)cc12 (some centres not stated)	-5	3	0.0	-0.5	i	0	0	-1	-1
CCOC(=O)[C@]12Cc3ccccc3[C@H]1N(C1CCCCC1)C(=O)c1cc(OC)ccc12	68*	nt	0.4	-0.9	i	-3	-10	nt	8
CN(c1ccc(OCC(=O)N2CCN(C/C=C/c3ccccc3)CC2)cc1)S(=O)(=O)c1cccs1	13	0	-1.0	0.1	i	-4	4	-2	4
O=C1NC(=S)SC1=Cc1ccc(N(CCCl)CCCl)cc1	-128	-160	0.6	-0.4	i	-7	-255	5	40
COC(=O)C1=C(c2ccc(F)cc2F)C[C@@H]2CC[C@H]1N2C(=O)N1CCC(O)CC1	0	0	-0.3	-0.7	i	-11	10	0	3
CCOC(C(=O)OCCCN(CC)CC)(c1ccccc1)c1ccccc1	-5	1	-1.1	-0.2	i	-12	-2	-1	1
COC(=O)CC(=O)c1ccc2c(c1)OCO2	-4	-9	0.4	-0.2	i	-2	4	-2	-2
CC(=O)N1CC(=O)Nc2ccc(Br)cc2C1c1ccc(F)cc1 (configuration not stated)	-4	0	0.5	-1.2	i	-8	-3	1	-3
COc1ccc(-n2nnnc2C(CCSC)N2CCC(n3c(=O)[nH]c4ccccc43)CC2)cc1 (configuration not stated)	6	-7	-0.1	-0.7	i	-1	0	13*	-2
COC(=O)C1=C(c2cccc(C#N)c2)C[C@@H]2CC[C@H]1N2C(=O)NCc1cccc2ccccc12	5	10	1.3	-0.2	i	-2	-5	0	3
Nc1ccccc1Cl	-4	-17	-0.2	-0.9	i	-6	2	3	-7
CC(C)C1(C)N=C(c2ncccc2C(=O)O)NC1=O (configuration not stated)	-8	10	-1.2	-0.5	i	-2	-13	2	-3
CCOC(=O)[C@]12Cc3c(cc(OC)c(OC)c3OC)[C@H]1N(C(C)C)C(=O)c1cc(OC)ccc12	30	nt	-0.1	0.2	i	-1	-7	nt	2
CN(C)c1ccc(C2C3C=CC(C3)C2(C#N)C(=O)O)c(Br)c1 (configuration not stated)	-9	-3	0.1	-0.8	i	-3	4	4	-5
C#CCOC(=O)C1=CCCN(C)C1	2	-10	2.1	-0.8	i	1	0	-3	-1
COc1ccc(N2CCN(C(CNC(=O)Oc3ccccc3)c3cccnc3)CC2)cc1 (configuration not stated)	-5	-2	0.1	-0.3	i	1	-4	-3	3
O=C(O)C1(c2ccc(Cl)cc2)CCC1	-6	0	-0.4	-0.9	i	-2	-5	0	0
Nc1ccc(Br)cc1C(=O)c1ccccc1	22	-9	-0.4	0.1	i	1	-2	0	4
CCOP(=O)(OCC)c1cc(C)c(O)c(C(C)(C)C)c1	-6	7	0.1	0.0	i	-2	11	-1	2
Cc1ccc2c(c1)c(=O)c1c3n2CCN(CC2CO2)C3CC1 (configuration not stated)	-1	6	1.7	-0.5	i	-2	-6	3	-20

4 entries picked at random from those above, as already listed:
SMILES	FAS-TE inh	MLLE-PAM2 inh	MsrA inh	Tb MetRS inh	Neddylation inh	bovine MsrA act	E coli Lon inh	Rin1 Abl inh	CSN inh
CS(=O)(=O)CCN1CC2CCCC(C2)C1	-8	3	-0.2	-0.3	i	-2	-9	0	-1
COc1ccc(N2CCN(C(CNC(=O)Oc3ccccc3)c3cccnc3)CC2)cc1 (configuration not stated)	-5	-2	0.1	-0.3	i	1	-4	-3	3
CCOC(C(=O)OCCCN(CC)CC)(c1ccccc1)c1ccccc1	-5	1	-1.1	-0.2	i	-12	-2	-1	1
C#CCOC(=O)C1=CCCN(C)C1	2	-10	2.1	-0.8	i	1	0	-3	-1

Going on with the list:
SMILES	FAS-TE inh	MLLE-PAM2 inh	MsrA inh	Tb MetRS inh	Neddylation inh	bovine MsrA act	E coli Lon inh	Rin1 Abl inh	CSN inh
c1ccc2[nH]c(CCN3CCCCC3)nc2c1	-10	8	0.9	-0.4	i	-2	-11	-2	-2
CCOC(=O)CC1=C(C(=O)OCC)C2(C(=O)Nc3ccccc32)C(C#N)=C(N)O1 (configuration not stated)	-2	7	-0.3	0.7	i	-1	-4	2	-1
COC(=O)C1=C(c2cccc(OCc3ccccc3)c2)C[C@@H]2CC[C@H]1N2C(=O)NCCOc1ccccc1	18	9	0.5	-0.1	i	-4	-1	3	1
Cc1c(Br)c(=O)oc2cc(OCC(=O)N3C[C@H]4C[C@@H](C3)c3cccc(=O)n3C4)ccc12	3	-2	2.4	-1.5	i	-4	-6	-19	2
COc1ccc(NP(=O)(Nc2ccc(OC)cc2)Oc2ccccc2)cc1	-2	-5	0.7	1.9	i	-1	0	-1	-8
CN1C(=O)N(C)C(=O)C(NS(=O)(=O)c2ccc(N)cc2)(c2ccccc2)C1=O	-2	-5	0.2	0.1	i	0	-3	-1	-7
CC(=O)O[C@H]1C(=O)[C@@]2(C)C([C@H](OC(=O)c3ccccc3)[C@]3(O)C[C@H](OC(=O)[C@H](O)[C@@H](NC(=O)Cc4ccccc4)c4ccccc4)C(C)=C1C3(C)C)[C@]1(OC(C)=O)CO[C@@H]1C[C@@H]2O (some centres not stated)	16	-8	0.5	0.6	i	-1	-5	1	-2
CCN1C[C@]2(CO)CC[C@H](OC)[C@@]34C5C[C@H]6[C@H](OC)C5[C@](O)(C[C@H]6OC)[C@@H](C(OC)C23)[C@@H]14 (some centres not stated)	-2	-4	-0.1	1.1	i	-2	1	-3	-1
O=C(c1ccccc1)c1cn(CC(=O)N2CCCc3ccccc32)c2ccccc12	30	4	3.0	-0.4	i	-2	1	-4	1
CCn1c(O)c(/C=N/NC(=O)c2ccncc2)c(=O)[nH]c1=S	11	-22	3.4	-0.5	i	-4	-12	-1	11
N#CC1=C(N)Oc2c(c(=O)oc3ccccc23)C1c1ccccc1OC(=O)c1cccs1 (configuration not stated)	-9	-4	-0.9	-0.1	i	2	3	-3	0
O=C1N(c2cccc(Cl)c2)C(c2cccnc2)N2CCCN12 (configuration not stated)	-3	-3	-0.6	0.0	i	-1	8	6	-1
CCN(CC)CCNCC(=O)Nc1ccc(Cl)cc1C(=O)c1ccccc1	-16	4	0.3	-3.1	i	-14	-8	2	-2
COCCCN=Cc1c(O)[nH]c(=S)[nH]c1=O	-3	5	3.7	0.3	i	-5	0	-4	0
CC1CCCN(C(=O)c2ccc(N3CC4CC(C3)c3cccc(=O)n3C4)c([N+](=O)[O-])c2)C1 (configuration not stated)	-12	-2	-0.8	-0.1	i	-3	3	-2	1
CC(=O)O[C@H]1CC[C@@]2(C)[C@H](C1)C(=O)C[C@H]1[C@@H]3CC[C@@H]4[C@@H](CN5C[C@@H](C)CC[C@H]5[C@@]4(C)O)[C@@H]3C[C@@H]12	-4	-7	-1.8	-0.7	i	-9	-3	0	-6
OC(CNC1CCCCC1)c1ccccc1 (configuration not stated)	-8	7	-0.3	0.0	i	2	0	0	-7
CSc1ncc(CN2CCCC(C(=O)c3sccc3C)C2)cn1 (configuration not stated)	3	3	1.4	-0.7	i	-4	-3	-4	6
COc1ccc(C(SCC(NC(=O)OCc2ccccc2)C(=O)O)c2ccc(OC)cc2)cc1 (configuration not stated)	2	7	0.5	0.0	i	-11	-17	4	4
CCC(=O)Nc1ccc(Cl)c(Cl)c1	2	-3	0.8	-0.1	i	-1	-8	-4	-1
CN1CCN(c2ccc([N+](=O)[O-])c3no[n+]([O-])c23)CC1	-12	153	1.4	0.0	i	2	131*	-22	-72
COc1ccc(C(=O)C2CCCN(Cc3ccon3)C2)cc1OC (configuration not stated)	-14	-5	0.8	-0.2	i	-8	-4	5	7
C[C@H]1COc2cc(N3CCN(C)CC3)ccc2S(=O)(=O)N1	-10	nt	0.0	-1.0	i	-9	-3	nt	0
Cc1cc(C=O)c(C)n1C1CCCCC1	-6	8	-0.9	-0.5	i	-3	-1	-2	1
O=c1[nH]c(CN2CC=C(c3ccccc3)CC2)nc2scc(-c3ccccc3)c12	-1	-72	3.3	-0.6	i	-4	-42	1	6
New compounds follow:
SMILES	FAS-TE inh	MLLE-PAM2 inh	MsrA inh	Tb MetRS inh	Neddylation inh	bovine MsrA act	E coli Lon inh	Rin1 Abl inh	CSN inh
c1ccc(N2[C@@H]3CC[C@H]2c2ccncc2C3)cc1	nt	nt	-1.5	-0.3	i	nt	nt	nt	-5
c1ccc2c(c1)Nc1ccccc1S2	15	-15	nt	-0.5	i	0	-2	1	-4
O=c1c2ccccc2nc(Cc2ccccc2)n1-c1ccccc1	5	15	-0.9	-0.1	i	-1	-14	0	-5
C/C1=C\[C@@H](C)C/C=C/[C@H]2[C@@H]3O[C@]3(C)[C@@H](C)[C@H]3[C@H](Cc4c[nH]c5ccccc45)NC(=O)[C@]32C(=O)/C=C/C(=O)[C@@H]1O	17	-13	nt	-0.1	i	8.1*	-6	3	6
Cc1ccc(/C=C2/Sc3ccc(C(=O)N4CCC5(CC4)OCCO5)cc3NC2=O)cc1	-27	60	0.0	0.3	i	-3	17	-2	-16
O=C1Nc2ccccc2C(c2ccccc2)=NC1O (configuration not stated)	-6	2	-1.1	-1.1	i	-1	-11	2	-1
O=[N+]([O-])c1cnc2ccc3ccccc3c2c1	2	2	1.5	0.2	i	0	-14	-4	3
CCCCCCN=C(CC)c1c(O)n(CCCC)c(=O)[nH]c1=O	20	5	-0.4	-0.2	i	-1	8	-1	9
COC(=O)C1=C(c2ccc(OCc3ccccc3)cc2)C[C@@H]2CC[C@H]1N2C(=O)NCc1ccc(F)cc1	26	-6	-0.8	-0.9	i	-2	-2	-3	0
CC[C@@H](CO)C1CC2NC3CC4(c5ccccc5N(C)[C@@H]24)C(O)C31 (some centres not stated)	-5	-11	0.3	-0.1	i	-3	9	2	-4
CC(CC(C#N)(c1ccccc1)c1ccccc1)N1CCOCC1 (configuration not stated)	11	6	0.5	-0.1	i	-2	-5	1	2
C[C@]12CCC3C(CC[C@H]4C[C@H](O)CC[C@]34C)C1C[C@@H](O)[C@H]2O (some centres not stated)	-4	-1	0.8	0.3	i	0	2	2	6
CCOC(=O)c1ccc(NC(=O)c2c(O)[nH]c(=O)[nH]c2=O)cc1	-7	4	-1.1	-0.9	i	3	-7	2	0
CSCCC(c1nnnn1C1CCCCC1)N1CCC(n2c(=O)[nH]c3ccccc32)CC1 (configuration not stated)	4	10	0.9	-0.5	i	5	2	53*	0
COc1ccc2[nH]c(C)c(CCNCc3cc(OC)c4c(c3)OCO4)c2c1	-1	-1	0.0	-0.5	i	-6	12	1	4
CCc1cc2c(s1)N(CC(=O)OC)C(=O)CN=C2c1ccccc1OC	-5	2	0.6	0.5	i	-3	-9	2	-2
CCC1(c2ccccc2)C(=O)N(COC)C(=O)N(COC)C1=O	-8	-8	-0.9	-0.5	i	-3	-1	1	-2
O=C(c1ccc(-c2ccccc2)c(F)c1)C1CCCN(CCO)C1 (configuration not stated)	-6	-10	-1.1	0.1	i	-3	-7	1	3

This is a subset; rates above refer to the full screens.
